Assay outcomes from PubChem.
TPT1 inh: inhibitors of Candida albicans tRNA 2'-phosphotransferase TPT1; recombinant caTPT1, FP RNA substrate dephosphorylation; inhibition, % at 5 µM; 300,000 tested, 0.81% active;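 active = inhibition above the mean of all tested compounds plus 3 SD, set per screening campaign, cut at about 24% in these data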;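 also: plate controls were DMSO alone for no effect and ferristatin control at 100 nM for full effect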
PP5 primary: PP5 (human) phosphatase inhibition; purified PP5c, OMFP substrate fluorescence; AID 1987; P53041; 320,000 tested, 0.18% active; inhibition, % at 6.7 µM;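 active = inhibition above the campaign's mean inhibition across all tested compounds plus 3 SD, cut at about 9.5% in these data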;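 also: 0% = DMSO only and 100% = 100 µM cantharidin control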
PP1 counter: counter-screen for PP5 inhibitors: inhibitors of human PP1-alpha; P62136; purified PP1alpha, OMFP fluorescence; inhibition, % at 6.7 µM; 320,000 tested, 0.9% active; AID 2235;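 active = inhibition above the mean inhibition of all tested compounds plus 3 SD, computed separately for each screening campaign, cut at about 15% in these data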
proCasp7 act: activates human procaspase-7, counter-screen for procaspase-3 activators. activation, % at 8.5 µM. recombinant procaspase-7, Ac-DEVD-pNA absorbance 405 nm; D23A/D198A/D206A triple mutant, cannot self-cleave; scale: DMSO 0, 5 µM enzyme 100. 330,000 tested, 0.093% active. AID 463210. P55210;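 active = percent activation above the screen-wide mean plus 3 SD, cut at about 25% in these data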
Target sequence (P55210 whole entry D23A/D198A/D206A): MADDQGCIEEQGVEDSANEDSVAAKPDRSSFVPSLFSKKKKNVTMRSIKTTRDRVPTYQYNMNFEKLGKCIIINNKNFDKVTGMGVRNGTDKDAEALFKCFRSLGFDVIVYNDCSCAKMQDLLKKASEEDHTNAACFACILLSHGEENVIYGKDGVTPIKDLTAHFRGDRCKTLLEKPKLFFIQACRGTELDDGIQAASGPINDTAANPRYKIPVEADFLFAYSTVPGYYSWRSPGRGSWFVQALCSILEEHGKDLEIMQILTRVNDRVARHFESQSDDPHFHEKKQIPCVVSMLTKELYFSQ
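System: Uncleavable procaspase-7 mutant enzyme; Amount: 2 µM procaspase-7 mutant as dispensed; Schedule: 1 h compound preincubation, 2 h substrate cleavage, 25 °C; Measured by: 405 nm absorbance of p-nitroaniline; Evaluation: percent activation from buffer-corrected 0–120 min absorbance change; Control set: low DMSO alone, high DMSO plus 5 µM PC-7.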
HCV core dimer: HCV core protein dimerization inhibition; inhibition, % at 5 µM; TR-FRET GST/Flag-core106 dimerization, 1536-well; 300,000 tested, 0.33% active;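 active = inhibition above the mean of all tested compounds plus 3 SD, set per screening campaign, cut at about 45% in these data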
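Assay system – GST-tagged and Flag-tagged HCV core protein residues 1-106 · Quantity – core106 proteins, GST 13.5 nM and Flag 17 nM · Benchmarks – unlabelled core106 and no-GST-core106 wells · Read-out basis – percent inhibition of core106 dimerization signal · Detection – time-resolved FRET, ex 340 nm, em 617 and 671 nm · Schedule – 4 h at 22.5 °C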
procasp3 activ: procaspase-3 (human) activation; P42574; recombinant procaspase-3 D3A, Ac-DEVD-pNA absorbance 405 nm; activation, % at 8.5 µM; 330,000 tested, 0.11% active;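 active = activation above the mean of all tested compounds plus 3 SD, cut at about 21% in these data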;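 also: 0% = DMSO alone and 100% = DMSO wells spiked with extra 5 µM PC-3 D3A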
Target sequence (P42574 whole entry D9A/D28A/D175A): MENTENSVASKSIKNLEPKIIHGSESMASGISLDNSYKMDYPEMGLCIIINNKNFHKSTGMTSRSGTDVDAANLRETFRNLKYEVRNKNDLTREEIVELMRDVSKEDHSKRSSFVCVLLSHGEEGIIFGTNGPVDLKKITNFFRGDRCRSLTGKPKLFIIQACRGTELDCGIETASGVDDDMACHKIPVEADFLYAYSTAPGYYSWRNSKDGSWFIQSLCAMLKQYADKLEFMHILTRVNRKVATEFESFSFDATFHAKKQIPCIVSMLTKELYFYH
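Evaluation: percent activation relative to control range; Material: Procaspase-3 D3A mutant, all three cleavage aspartates alanine; Compound: single dose, 8.5 µM nominal compound, 0.8% DMSO; Replication: one well per compound; Signal: absorbance at 405 nm, 0 and 120 min; Schedule: 1 h preincubation plus 2 h reaction at 25 °C.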
GASC-1 inh: human JMJD2C demethylase inhibition | Q9H3R0 | GST-JMJD2C(1-420) H3K9me3 demethylation, DELFIA europium | inhibition, % at 2.35 µM | AID 2099 | 330,000 tested, 0.069% active;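 active = more than half of a compound's replicate wells show inhibition beyond 50%, single wells judged on their own value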;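 also: signal counts dimethyl H3K9 product captured on neutravidin plate; 0% = median of DMSO wells and 100% = 0.3 times that DMSO median; strong numbers were not always called active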
Target sequence (Q9H3R0 1-420 limits assumed): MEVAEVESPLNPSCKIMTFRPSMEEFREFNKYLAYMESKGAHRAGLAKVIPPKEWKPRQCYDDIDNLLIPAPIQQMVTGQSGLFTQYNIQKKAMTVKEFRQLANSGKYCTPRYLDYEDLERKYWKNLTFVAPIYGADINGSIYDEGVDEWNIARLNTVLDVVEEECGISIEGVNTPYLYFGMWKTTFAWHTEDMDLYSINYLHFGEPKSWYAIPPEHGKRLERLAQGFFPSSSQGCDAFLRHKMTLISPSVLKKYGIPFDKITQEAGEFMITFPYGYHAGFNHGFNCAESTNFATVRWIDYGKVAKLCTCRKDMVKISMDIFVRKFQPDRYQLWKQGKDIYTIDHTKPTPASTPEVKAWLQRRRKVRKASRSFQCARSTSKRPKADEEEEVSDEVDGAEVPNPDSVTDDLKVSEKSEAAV
Efflux pump mplx: blocks antifungal efflux pumps in multiplex yeast assay. 330,000 tested, 0.44% active. inhibition, % at 10 µM. S. cerevisiae Candida pump triplex, Nile Red efflux;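 active = plate passing quality check with inhibition over a set limit, or well fluorescence over plate mean plus 4 SD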;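 also: Nile Red retained in pooled yeast measured as flow cytometry median fluorescence; 0% = buffer negative control and 100% = Enniatin B positive control; higher means more Nile Red kept so more efflux inhibition; some compounds called inactive have numbers as strong as hits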
Fh CTSL1 inh: cathepsin L1 inhibition, PFM18AAP counter-screen; recombinant F. hepatica cathepsin L1, Z-Leu-Arg-MCA fluorescence; inhibition, % at 5.96 µM; 300,000 tested, 0.49% active; AID 1906;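 active = inhibition above the mean of all tested compounds plus 3 SD, set per screening campaign, cut at about 17% in these data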;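 also: 0% = plate median of test compound wells and 100% = 1 µM Z-Phe-Ala-diazomethylketone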
Numbers without * were called inactive; i = inactive; x = no result given. Not a hit list. About 2.9% of those tested had a hit in this group.

SMILES	TPT1 inh	PP5 primary	PP1 counter	proCasp7 act	HCV core dimer	procasp3 activ	GASC-1 inh	Efflux pump mplx	Fh CTSL1 inh
CCN1CCN(C(CNS(=O)(=O)c2ccccc2)c2cccnc2)CC1 (stereo unspecified)	-5	4.0	-3	4	-2	3	-2	0.0	2
O=C1C(Cc2ccccc2)NC(=S)N1Cc1ccccc1 (stereo unspecified)	-3	1.8	-3	-2	-2	1	6	-0.2	0
COc1cc(/C=N\n2cnnc2)ccc1OCC(=O)Nc1ccc(C)cc1	0	0.9	-1	5	-6	-14	-4	-0.1	6
CC1(C)Cc2ccccc2C(N)=C1C#N	2	1.4	-1	9	-1	9	i	0.0	6
O=C(C1CCN(S(=O)(=O)N2CCC3(CC2)OCCO3)CC1)N1CCOCC1	0	1.6	-2	4	0	13	-20	0.0	-1
CCc1ccc2c(c1)c(N=NC1=NC(=O)CS1)c(O)n2C	1	0.6	-2	4	-5	-4	2	-0.1	4
Oc1oc(-c2ccccc2Br)nc1/C=N/c1ccccn1	4	0.3	8	2	-7	-7	13	0.2	54*
Cc1[nH]n(-c2ccccc2)c(=O)c1C(c1ccccc1[N+](=O)[O-])C(C#N)C#N (stereo unspecified)	-5	0.8	0	-10	4	0	-19	-0.3	-4
CN(C(=O)CSc1nnc2n1CCCCC2)C1(C#N)CCCCC1	x	x	x	-5	x	10	-18	0.1	x
O=C1CCc2cc(S(=O)(=O)N3CCC(C(=O)NC4CCCC4)CC3)ccc2N1	-3	0.5	-3	-7	2	1	17	-0.4	3
Cn1c(Oc2ccccc2)c(C=O)c2ccccc21	-3	-0.5	-5	5	3	-4	-2	0.0	0
COc1ccc(OC)c(S(=O)(=O)N(C)CC(=O)N2CCN(c3ccc(F)cc3)CC2)c1	3	1.2	-4	5	3	11	9	0.1	8
Cc1cccc(-c2noc(CCC(=O)Nc3ccc(C(N)=O)cc3)n2)c1	-2	0.8	-5	4	1	5	-3	0.0	-3
Brc1ccc(C2Nc3cccc4cccc(c34)N2)s1	0	1.0	10	7	19	-2	1	0.0	-3
Cc1ccc(NC(=S)Nn2cnnc2)cc1	1	5.2	0	-13	-10	-10	14	0.1	-2
CCC1CCCCN1CCCNC(=O)c1csc2c1CCCCC2 (stereo unspecified)	7	1.6	-4	-1	7	11	3	-0.1	-2
Cc1ccc(C)c(Oc2cc(F)nc(N)n2)c1	0	0.0	-2	1	3	6	-2	0.1	1
CCc1ccc(N2C(=O)C3NN=C(C(=O)OCc4ccccc4)C3C2=O)cc1 (stereo unspecified)	0	4.3	4	-4	-5	-13	-5	0.3	-5
CCn1c(SCC(=O)NCc2ccc3c(c2)OCO3)nnc1-c1ccncc1	5	-1.3	-2	-1	3	-9	-14	0.0	1
NC(=O)c1c(NC(=O)c2cccs2)sc2c1CCCCCC2	1	4.8	6	-9	-3	9	19	0.1	3
O=C(c1ccccc1)c1nc2c(n1O)CCCCC2	-2	-1.7	-1	7	2	8	-4	0.1	5
O=C(NP(=O)(N1CCOCC1)N1CCOCC1)C1=C(N2CCOCC2)/C(=C\c2ccccc2)CC1	2	3.2	-3	3	6	0	11	0.2	-2
O=C(NCCc1ccccn1)c1cc(-c2ccc(Cl)c(Cl)c2Cl)nc2ccccc12	-1	0.5	-2	1	9	3	0	-1.5	0
COc1cc(C(=O)NCC(=O)N/N=C/c2ccccn2)cc(OC)c1OC	-1	0.9	-2	8	-2	-4	1	0.0	-3
CCOc1ccc(OCc2ccc(C(=O)Nc3ccc(Cl)cn3)o2)cc1	-1	3.8	5	-8	-6	-6	4	0.0	1
CCN1CCCC1CNC(=O)CSCc1nc(-c2ccccc2C)oc1C (stereo unspecified)	6	0.6	-3	-8	-2	6	-7	-0.1	-3
CC1(/[N+]([O-])=C/c2ccc(Cl)cc2Cl)CCCCC1=O (stereo unspecified)	0	-1.4	-9	-16	1	1	-6	0.1	0
COCC(C)NC(=O)c1ccc(N(C)C)cc1 (stereo unspecified)	-2	-1.2	-1	-13	-3	0	31	-0.1	-3
COc1ccc2c(c1OC)C(=O)N1C2SC[C@H]1C(=O)NC1CC1 (stereo partly specified)	-1	2.9	-3	-1	-1	-3	18	-0.2	5
COC(=O)Cn1c(CN2CCN(C(=O)c3ccco3)CC2)nc2c1c(=O)n(C)c(=O)n2C	-2	-1.3	0	-4	4	-3	17	0.0	-6

Arranged by SMILES length (low to high): some entries from above
SMILES	TPT1 inh	PP5 primary	PP1 counter	proCasp7 act	HCV core dimer	procasp3 activ	GASC-1 inh	Efflux pump mplx	Fh CTSL1 inh
COCC(C)NC(=O)c1ccc(N(C)C)cc1 (stereo unspecified)	-2	-1.2	-1	-13	-3	0	31	-0.1	-3
Cc1ccc(C)c(Oc2cc(F)nc(N)n2)c1	0	0.0	-2	1	3	6	-2	0.1	1
O=C(c1ccccc1)c1nc2c(n1O)CCCCC2	-2	-1.7	-1	7	2	8	-4	0.1	5
CCC1CCCCN1CCCNC(=O)c1csc2c1CCCCC2 (stereo unspecified)	7	1.6	-4	-1	7	11	3	-0.1	-2
Oc1oc(-c2ccccc2Br)nc1/C=N/c1ccccn1	4	0.3	8	2	-7	-7	13	0.2	54*
NC(=O)c1c(NC(=O)c2cccs2)sc2c1CCCCCC2	1	4.8	6	-9	-3	9	19	0.1	3
CC1(/[N+]([O-])=C/c2ccc(Cl)cc2Cl)CCCCC1=O (stereo unspecified)	0	-1.4	-9	-16	1	1	-6	0.1	0
COc1cc(C(=O)NCC(=O)N/N=C/c2ccccn2)cc(OC)c1OC	-1	0.9	-2	8	-2	-4	1	0.0	-3
O=C(C1CCN(S(=O)(=O)N2CCC3(CC2)OCCO3)CC1)N1CCOCC1	0	1.6	-2	4	0	13	-20	0.0	-1
O=C(NCCc1ccccn1)c1cc(-c2ccc(Cl)c(Cl)c2Cl)nc2ccccc12	-1	0.5	-2	1	9	3	0	-1.5	0
O=C(NP(=O)(N1CCOCC1)N1CCOCC1)C1=C(N2CCOCC2)/C(=C\c2ccccc2)CC1	2	3.2	-3	3	6	0	11	0.2	-2

Next section.
SMILES	TPT1 inh	PP5 primary	PP1 counter	proCasp7 act	HCV core dimer	procasp3 activ	GASC-1 inh	Efflux pump mplx	Fh CTSL1 inh
CCCCn1c(N)c(N(CCC(C)C)C(=O)COC(=O)c2cccnc2Cl)c(=O)[nH]c1=O	x	0.9	-2	-5	x	-1	x	0.5	x
O=C(NCCS(=O)(=O)NCc1ccco1)c1ccccc1	1	-0.7	-4	0	2	5	83	-0.1	1
Clc1cccc(C2CCN(Cc3nc(CC4CC4)no3)C2)c1 (stereo unspecified)	0	2.0	-2	-1	0	1	21	0.0	0
Cc1cc(C)c2c(n1)sc1c(N3CCN(CCO)CC3)ncnc12	0	1.1	0	1	-2	-3	4	-0.3	6
CN(C)c1ccc(N2C(=NC(=O)C3CCCO3)SC3CS(=O)(=O)CC32)cc1 (stereo unspecified)	-2	2.4	1	-2	-5	-5	6	0.1	-1
O=C(NCCc1ccc(Cl)cc1)c1ccc(CS(=O)Cc2ccccc2Cl)o1 (stereo unspecified)	-1	0.4	0	0	8	4	4	0.0	1
CCc1ccccc1NC(=O)CCC(=O)Nc1nnc(C(C)C)s1	0	-1.8	-1	3	-9	0	-43	0.1	-2
CC(=O)Nc1ccc(S(=O)(=O)NC2=C(N3CCN(Cc4ccccc4)CC3)C(=O)c3ccccc3C2=O)cc1	1	4.5	-3	3	-16	-4	14	0.1	0
CCn1c(Cc2ccccc2)nnc1SCC(=O)Nc1ccc(S(N)(=O)=O)cc1	-2	3.0	-1	-2	-3	-4	15	0.0	-3
CC(C)Cn1c(NCCN(C)C)nc2c1c(=O)[nH]c(=O)n2C	-1	3.6	-4	1	-1	6	0	-0.1	1
CC(C)CC(=O)Nc1ccccc1N1CCN(C(=O)c2ccccc2)CC1	-3	-0.8	4	-2	2	3	4	0.0	-3
CN1C(=O)C(C)(C)c2cc(S(=O)(=O)N3CCN(c4cccc(Cl)c4)CC3)ccc21	0	4.9	4	2	31	2	0	-0.1	0
COc1c(C(=O)Nc2ccc(Br)cn2)ccc2ccccc12	-1	2.7	3	2	-7	9	1	-0.1	-3
Cc1noc(C)c1S(=O)(=O)N(C)Cc1ccccc1	3	-0.8	2	5	1	-1	8	0.1	-6
CCOC(=O)N1CCC(N2Cc3cccc(C(=O)N4CCN(C5CCCCC5)CC4)c3C2=O)CC1	-1	2.6	4	6	3	5	-2	0.1	2
COc1ccc(C(C)C)cc1S(=O)(=O)Nc1ccccn1	1	-1.0	0	-2	3	8	6	0.0	-1
Cc1cc(S(=O)(=O)N2CCOCC2)ccc1OCC(=O)N1CCC(C)CC1	0	-1.5	-4	-1	9	-3	11	0.2	-1
CC(=O)Nc1ccc(NC(=O)CC2Nc3cccc4cccc(c34)NC2=O)cc1 (stereo unspecified)	-3	-0.6	0	-4	-17	-3	7	-0.1	6
CN(C(=O)CS(=O)(=O)c1cn(CC(=O)N2CCCCC2)c2ccccc12)c1ccccc1	-1	0.1	-1	-1	-2	-3	-17	-0.2	-2
Cc1ccc(C2(C)NC(=O)N(CC(=O)NCc3cccs3)C2=O)cc1 (stereo unspecified)	7	-1.4	-4	4	5	2	1	0.0	3
CCC(NC(=O)C(C)NC)C(=O)N1CCCC1C(=O)NC1CCCc2ccccc21 (stereo unspecified)	x	0.1	-3	5	x	8	4	-0.1	x
Cc1c(C(=O)NN2CCOCC2)oc2c1ccc1ccccc12	0	-0.5	-5	18	-4	-3	4	0.1	0
COc1ccc(S(=O)(=O)Nc2cccnc2)cc1	-1	0.9	-4	1	-3	14	-1	0.0	3
COc1ccc(OCC(=O)OCC(=O)N2C(C)CCCC2C)cc1 (stereo unspecified)	x	2.1	-4	2	x	4	-6	-0.2	x
CN(CC(=O)Nc1cccc2ccccc12)C(=O)c1ccc(NC(=O)CC#N)cc1	x	x	x	6	x	1	-6	0.1	x
COc1ccc(CCC(=O)OCC(=O)Nc2c(C)n(C)n(-c3ccccc3)c2=O)cc1	x	0.2	-6	11	x	10	3	0.0	x
COc1ccc(OC)c(NC(=O)Cn2c(=O)n(CC(=O)NCc3ccco3)c(=O)c3ccccc32)c1	1	-1.4	-5	3	5	-3	-4	0.3	3
Nc1c(C(=O)c2ccccc2)oc2ccc([N+](=O)[O-])cc12	-1	2.3	2	-3	0	-13	-11	0.0	1
